# GPR35 antagonists = GPR35 antagonists blocking zaprinast-driven arrestin recruitment, primary screen, imaging, U2OS, beta-arrestin-GFP, zaprinast agonist (AID 2058); U2OS GPR35 beta-arrestin-GFP translocation imaging, zaprinast antagonism; higher % means a stronger effect; inhibition, % at 10 µM; hits with a dose series show IC50 in µM; 290,000 tested, 0.052% active;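 active means inhibition of at least 50% with at least 30 cells and total cytoplasm GFP at most 10,000,000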
# GPR55 activation = selective activators of receptor GPR55 – imaging, U2OS cells, beta-arrestin-GFP redistribution, primary screen (AID 1961); U2OS GPR55 beta-arrestin-GFP redistribution imaging; higher % means a stronger effect; activation, % at 10 µM; hits with a dose series show EC50 in µM; 290,000 tested, 0.048% active;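 active means activation above 40% with more than 50 cells counted in the well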;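 further: U2OS osteosarcoma cells stably expressing GPR55 and beta-arrestin-GFP; plate controls were DMSO negative control for no effect and LPI positive control for full effect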
# KOR beta-arrestin-1 = KOR agonists, beta-arrestin recruitment, primary screen, cell-based, luminescence, uHTS (AID 1777) | KOR beta-arrestin recruitment, luminescence; higher % means a stronger effect | activation, % at 10 µM, or EC50 in µM where a hit was titrated | 280,000 tested, 0.02% active; in the data active means activation above about 50%, passing the limit was not always enough; further: a part of the inactive calls stands beside numbers as strong as those of hits
# NOD1 inhibition = NOD1 signaling inhibitors, primary screen, cell-based, luminescence, uHTS (AID 1578); NOD1-driven NF-kB luciferase reporter cells, luminescence; higher % means a stronger effect; 290,000 tested, 1% active; inhibition, % at 4 µM, or EC50 in µM where a hit was titrated; in the data active means inhibition mostly above about 36%, no sharp cut-off; inactive means mostly below about 34%;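 further: HEK-293T reporter cells stimulated with the NOD1 agonist gamma-tri-DAP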
# GPR55 LPI antagonism = GPR55 antagonists blocking LPI-driven arrestin recruitment, primary screen, imaging, U2OS, beta-arrestin-GFP, LPI agonist (AID 2013). U2OS GPR55 beta-arrestin-GFP translocation imaging, LPI antagonism; higher % means a stronger effect. one-dose inhibition, % at 10 µM; IC50 in µM for titrated hits. 290,000 tested, 0.13% active;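 active means spots per cell inhibited over 60%, with over 100 cells counted and total cytoplasm intensity under 500,000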;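 further: U2OS cells stably carrying GPR55 and arrestin-GFP stimulated by 5 µM LPI near EC80; imaged beta-arrestin-GFP aggregate spots per cell after agonist stimulation; plate controls were LPI-stimulated DMSO wells for no effect and DMSO wells without LPI for full effect; some results filed as inactive read as strong as hits; confirmed hits need IC50 under 10 µM and bright autofluorescent wells are also inconclusive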
# Rac1 GTP hydrolysis = MgcRacGAP GTPase-activating activity inhibitors, confirmation, biochemical, ADP Hunter fluorescence. MgcRacGAP-stimulated Rac1 GTP hydrolysis, ADP Hunter fluorescence; higher % means a stronger effect; GST-tagged Rac1 F28L mutant substrate. one-dose inhibition, % at 30 µM; IC50 in µM for titrated hits. 340,000 tested, 0.6% active. AID 624330;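 active means first-screen hits whose inhibition reached a set limit at any dose in the follow-up dose series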;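 further: fluorescence reports GDP produced by GAP-driven GTP hydrolysis; strong numbers were not always called active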
# KOR beta-arrestin-2 = kappa opioid receptor blockers – cell-based, luminescence, uHTS (AID 1778); KOR beta-arrestin recruitment, luminescence, antagonist mode; higher % means a stronger effect; inhibition, % at 10 µM, or IC50 in µM where a hit was titrated; 290,000 tested, 0.091% active; in the data active means inhibition above about 50%; further: strong numbers were not always called active
# NTR1 agonist = agonists of NTR1, primary screen, imaging, U2OS cells, beta-arrestin-GFP, high content (AID 493036); NTR1-U2OS beta-arrestin-GFP spot imaging, agonist mode; activation, % at 20 µM; P30989; 330,000 tested, 0.17% active;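 active means activation at or above 40% of the spot to cytoplasm intensity ratio, with at least 20 cells analyzed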;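 further: 0% = DMSO without peptide and 100% = 100 nM NTR1 peptide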
# Target sequence (P30989 whole entry, looked up): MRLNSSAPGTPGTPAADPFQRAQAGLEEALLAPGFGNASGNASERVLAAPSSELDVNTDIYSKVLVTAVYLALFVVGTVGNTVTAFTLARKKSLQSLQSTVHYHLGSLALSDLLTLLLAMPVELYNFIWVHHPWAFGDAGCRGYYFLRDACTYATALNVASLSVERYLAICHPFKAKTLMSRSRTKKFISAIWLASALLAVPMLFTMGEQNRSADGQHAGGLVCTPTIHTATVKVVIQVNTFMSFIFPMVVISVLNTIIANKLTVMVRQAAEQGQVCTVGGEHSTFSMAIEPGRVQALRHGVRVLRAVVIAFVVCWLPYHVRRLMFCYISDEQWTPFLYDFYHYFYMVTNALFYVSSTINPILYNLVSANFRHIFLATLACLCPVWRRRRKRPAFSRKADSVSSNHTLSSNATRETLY
# K1F lysis inhibition = inhibition of K1F phage lysis, E. coli UTI89, bacterial capsule biogenesis inhibitors, alamar blue (AID 488966). inhibition, % at 100 µM, or IC50 in µM where a hit was titrated. 340,000 tested, 0.02% active. E. coli UTI89 K1F phage lysis, alamar blue, 2 h; higher % means a stronger effect;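 active means phage lysis inhibition, versus mean bacterial control, above a set limit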;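 further: capsule biogenesis inhibitors block K1F phage lysis so surviving cells raise fluorescence; higher fluorescence means more inhibition of phage lysis; actives were called in the ten point dose series up to 300 µM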
# NTR1 agonist cell count 20 µM = further read-out of NTR1 agonist, marked with its call; cell count; measured here: cell count, cytotoxicity flag
# * marks the source's active call; other numbers are inactive results; . = no result given; [ ] = remark or other dose. Only part of the results is shown; the hit share may differ from the screen's.
SMILES,GPR35 antagonists,GPR55 activation,KOR beta-arrestin-1,NOD1 inhibition,GPR55 LPI antagonism,Rac1 GTP hydrolysis,KOR beta-arrestin-2,NTR1 agonist,NTR1 agonist cell count 20 µM,K1F lysis inhibition
O=C(NCC1CCCO1)c1ccc(CSCc2cccc(F)c2)o1 (stereo not drawn),-3%,0.5%,1.0%,-22%,-3%,2%,9%,-0.1,55,1.6%[50 µM]
O=C(CSc1nnc(Cc2ccccc2)n1Cc1ccco1)NC12CC3CC(CC(C3)C1)C2,9%,0.2%,9.4%,.,12%,10%,9%,14,64,-0.9%
Cc1cc(C)nc(/N=C(\N)Nc2ccc(SC(F)F)cc2)n1,-6%,0.8%,1.4%,1%,-21%,7%,-14%,2.0,60,0.2%
NC(=O)NC(=O)COC(=O)c1ccc2c(c1)C(=O)N(Cc1ccccc1)C2=O,8%,0.3%,-3.1%,0%,-3%,-13%,-19%,0.5,50,0.7%
COC(=O)C(C)N=Cc1ccccc1 (stereo not drawn),0%,0.1%,-1.2%,-16%,5%,3%,11%,0.9,48,0.1%
CCOC(=O)C1CCN(CC(=O)Nc2ccc(S(=O)(=O)N3CCC(C)CC3)cc2)CC1,1%,-0.1%,-1.1%,-8%,-4%,3%,-38%,0.2,76,0.2%
CCCN1CCN(S(=O)(=O)c2ccc3c(c2)NC(=O)C(C)S3)CC1 (stereo not drawn),20%,-0.1%,-5.3%,27%,7%,-14%,4%,-1.2,54,0.0%
Cc1cccc(C)c1NC(=S)NC1CCCCC1,-2%,0.2%,-2.9%,-22%,-1%,4%,-17%,2.5,50,5.7%
CCSc1nnc([C@H](C)NC(=O)OC(C)(C)C)o1,-4%,-0.1%,6.2%,0%,16%,8%,-15%,1.4,97,0.4%
CCOc1ccc(NC(=O)CN(C)Cc2cc(=O)n3c(-c4ccccc4)csc3n2)cc1OCC,-2%,0.2%,-2.8%,-23%,1%,8%,8%,1.1,44,-0.3%
CC1Cc2cc(/C(O)=C3\C(=O)C(=O)N(CCN(C)C)C3c3ccccc3F)ccc2O1 (stereo not drawn),-7%,-0.1%,-3.5%,-11%,4%,7%,24%,-0.2,89,0.2%
CC(C)Cc1nnc(NC(=O)C2CC(=O)N(Cc3ccccc3)C2)s1 (stereo not drawn),1%,0.3%,-0.5%,-22%,18%,5%,18%,0.1,58,0.3%
Cn1c(=O)c2c(nc(N3CCCCCC3)n2CC(=O)c2ccc(Br)cc2)n(C)c1=O,8%,-0.2%,-0.7%,-7%,8%,10%,-8%,12,50,-1.6%
COc1cccc(C(=O)NCCNC(=O)c2ccccn2)c1,4%,0.0%,1.2%,-14%,0%,4%,-22%,-0.1,35,0.6%
Clc1cc(Cl)cc(CSc2nnc(-c3sccc3-n3cccc3)o2)c1,-11%,0.3%,6.9%,7%,2%,7%,13%,2.9,50,0.3%
Cc1nc(C)c(C(=O)NNS(=O)(=O)c2ccc3ccccc3c2)s1,-7%,0.7%,0.9%,.,-1%,1%,-18%,3.5,85,-0.3%
CC1(C)CC(=O)C2=C(C1)Nc1ccccc1NC2c1ccccn1 (stereo not drawn),10%,-0.2%,-3.4%,-12%,4%,9%,-9%,-0.6,43,0.7%
O=C(COC(=O)CCSc1ccc(Cl)cc1)Nc1ccc(F)cc1,-2%,-0.2%,3.3%,18%,-3%,3%,-63%,1.3,73,2.3%
COc1ccc(NC(=O)CCCc2ccccc2)c(OC)c1,8%,0.2%,-4.9%,-26%,-20%,7%,-3%[20 µM],0.3,75,-0.4%
COC(=O)C(=C/C(C)=C/c1cccs1)C(=O)OC,15%,1.0%,-8.0%,12%,17%,2%,0%,2.3,48,-0.7%
O=C(COc1ccc(Br)cc1)N1CCN(c2ccccc2)CC1,-12%,-0.1%,-5.1%,10%,-2%,9%,27%,-0.9,58,1.8%
COc1cccc(-c2nnc(N)o2)c1,2%,-0.1%,3.2%,-11%,9%,2%,11%,-0.8,67,1.5%
CCC(C)[C@@H](C(=O)N1CCNCC1)n1cc(CCCN=C(N)N)nn1 (stereo partly drawn),-12%,-0.1%,2.2%,-32%,4%,4%,-11%,-3.5,88,2.3%
Cc1ccc(C(=O)O/N=C(\N)c2ccccn2)cc1Cl,4%,-0.1%,0.3%,19%,-3%,5%,-68%[20 µM],0.5,54,-0.2%
O=C(Nc1ccccc1F)c1ccncc1,8%,0.2%,4.7%,-14%,-18%,2%,-60%,0.7,55,0.2%
COC(=O)c1c(-c2cccnc2)csc1NC(=O)c1ccc2c(c1)OCO2,-4%,0.2%,6.4%,-115%,4%,9%,-167%,0.3,54,-0.4%[50 µM]
CCCCOC(=O)CSC1=C(C#N)C(c2ccc3c(c2)OCO3)CC(=O)N1 (stereo not drawn),-10%,-0.1%,1.2%,13%,-28%,9%,-38%,-1.3,92,3.5%
CC(C)Cn1c(CNC(=O)c2ccccc2)nc2ccccc21,14%,-0.1%,-0.9%,-27%,9%,-3%,-16%,-1.6,94,-0.4%
CC(=O)N(C1=C(N2CCOCC2)C(=O)c2ccccc2C1=O)c1ccc(C(=O)O)cc1,-13%,0.7%,0.0%,-1%,11%,-13%,10%,1.8,49,-0.1%
CCOC(=O)c1ccc(NC(=O)C2CCCN(c3cnccn3)C2)cc1 (stereo not drawn),-7%,0.2%,8.0%,-15%,8%,5%,-20%,0.0,68,0.1%
Cc1ccc(N(CC(=O)Nc2ccc(F)cc2)S(=O)(=O)N2CCCC2)cc1,-7%,-0.4%,-3.5%,-14%,17%,8%,3%,1.3,49,0.8%
Cc1ccc(CNC(=O)C2CCN(S(=O)(=O)N3CCC4(CC3)OCCO4)CC2)cc1,-2%,0.2%,5.2%,-15%,10%,6%,26%,1.0,49,0.9%[50 µM]
C=CCNC(=O)COC(=O)/C=C/c1cccs1,-6%,-0.1%,-4.0%,-26%,-1%,4%,3%,-0.8,26,0.7%
CCNC(=S)N(Cc1cc2cc(C)cc(C)c2[nH]c1=O)C1CCCC1,3%,-0.2%,2.0%,-21%,6%,11%,25%,1.6,67,0.5%[50 µM]
CCOC(=O)C1CCN(C(=O)CN(c2cccc(C(F)(F)F)c2)S(C)(=O)=O)CC1,2%,-0.2%,-3.1%,3%,-4%,4%,8%,0.5,65,4.6%
O=C1NC(c2ccc(Br)cc2)=N/C1=C/c1ccco1,-10%,-0.2%,0.1%,-68%,-2%,10%,8%,6.5,53,4.6%
COc1ccc(NC(=O)C(CC(C)C)NS(=O)(=O)c2ccc3c(c2)CCN3C(C)=O)cc1OC (stereo not drawn),19%,0.3%,-8.2%,-16%,4%,8%,30%,-0.4,62,0.1%
Cc1ccc(S(=O)(=O)c2ccc(Oc3cccc(C)c3)cc2)cc1,3%,-0.1%,5.9%,-18%,12%,9%,-8%,1.8,104,0.1%
O=C(N/C(=C/c1cccnc1)C(=O)N1CCOCC1)c1ccccc1,-18%,0.9%,-2.2%,-22%,10%,4%,14%,-1.1,72,-0.1%
Cc1c(C(=O)O)sc(S(=O)(=O)N2CCNCC2)c1C(=O)O,10%,-0.2%,2.9%,-8%,-10%,.,-10%,.,.,.
CCOC(=O)c1sc(NC(=O)CCN2CCCCCC2)c(C(=O)OCC)c1C,3%,0.2%,-0.5%,-35%,12%,10%,18%,7.3,76,-0.1%
O=C(Cc1c(F)cccc1Cl)Nc1ccccc1-c1ccccc1,-7%,-0.2%,2.0%,-14%,4%,-6%,-4%,-1.3,65,0.2%
COC(=O)c1c(NC(C)=O)sc(C(=O)Nc2ccccc2F)c1C,-4%,0.2%,-3.3%,-58%,10%,8%,-53%[20 µM],5.7,53,0.2%
CCC1(C)Cc2c(sc3nc(SC)nc(NCCN(C)C)c23)CO1 (stereo not drawn),-5%,-0.3%,-2.4%,-34%,16%,13%,-12%,0.5,86,0.2%
Cc1ccc(OC(=O)c2cccc(S(=O)(=O)N(C)C)c2)c(-n2nc3ccccc3n2)c1,-4%,-0.1%,-6.5%,-19%,13%,6%,11%,2.3,42,0.4%
COC(=O)c1cc(OC)c(OC)cc1NC(=O)c1ccc(OC)cc1,-5%,0.0%,0.5%,-28%,18%,9%,-30%,-0.6,75,1.4%
O=C(CN(C(=O)c1csnn1)c1cccc(C(F)(F)F)c1)NC1CCCC1,14%,-0.1%,5.1%,0%,-13%,-3%,-31%,-2.2,45,-0.2%
COc1ccc(NC(=O)CSc2nnc(-c3cc(C)[nH]n3)n2N)cc1,-7%,-0.1%,-1.3%,-35%,7%,11%,22%,-0.9,61,0.3%
CC1CCN(C(=O)c2cc3ccccc3cc2O)CC1,-3%,0.2%,-3.5%,-43%,7%,5%,15%,-0.1,68,0.0%
CCCN(CCC)C(=O)c1c(C)[nH]c(C(=O)OCC)c1C,0%,1.1%,0.6%,-10%,-8%,.,-32%,4.9,53,.
O=C(NCCN1CCOCC1)c1cccc(S(=O)(=O)N2CCCCC2)c1,11%,-0.1%,1.5%,-9%,-7%,10%,-24%,0.4,58,-0.1%
CN(CCc1ccccn1)S(=O)(=O)c1ccc(F)cc1,24%,-0.1%,-1.0%,-31%,0%,30%,6%,-0.7,50,-0.2%
Cc1cc([N+](=O)[O-])ccc1NC(=O)c1cncc(Br)c1,-2%,0.7%,-2.5%,-12%,0%,3%,.,2.5,75,0.2%
COc1ccc(NC(=O)CSc2nc3c(c(=O)n2-c2ccc(F)cc2)SCC3)c(OC)c1,-1%,-0.2%,-0.5%,-10%,5%,7%,22%,-0.4,40,0.3%
CC(=O)c1ccc(N2CCN(S(=O)(=O)c3cc4[nH]c(=O)c(=O)[nH]c4cc3C)CC2)cc1,-10%,-0.3%,-3.4%,-27%,0%,5%,32%[20 µM],-3.4,57,-0.5%
Cc1ccc(N(C(=O)NC2CCCCC2)C2=NCCCCC2)cc1,12%,-0.1%,-3.8%,-11%,7%,8%,14%,1.3,47,2.8%
O=C(C1CCCO1)N1CCN(C(=S)Nc2ccc(Cl)cc2)CC1 (stereo not drawn),7%,0.1%,2.4%,-24%,13%,13%,-14%,0.7,42,2.2%
CC(C)CNS(=O)(=O)c1ccc(OCC(=O)NCc2ccco2)cc1,10%,0.1%,0.5%,-23%,5%,8%,-3%,1.4,68,1.8%[50 µM]

# Compound activity deposited in PubChem by several laboratories.
